F508del corr = F508del CFTR correction, initial screen, CFBE line, single point | AID 720511, 2013 | CFBE cells, YFP halide quenching; stimulated with forskolin plus potentiator P3; % fluorescence drop versus neutral controls | actives 0.36% (n = 350,000) | activity (quench increase), % at 7.58 µM;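 active = mean added fluorescence quench of at least 8% versus neutral control, with both replicates also reaching 8%; inconclusive = only one of the mean or replicate conditions met; inactive = mean below 8% and not both replicates reaching 8%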;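 note: cells transiently co-express mutant CFTR-F508del with the halide-sensitive YFP; corrector assay measuring rescue of mutant channel to the surface after 24 h compound exposure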
FN deposition inh = inhibitors of fibronectin matrix deposition, primary screen, AH1F cells, Alexa488-fibronectin fluorescence, plate reader; actives 0.086% (n = 350,000); inhibition, % at 12.6 µM; AH1F fibroblasts, overnight;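 active = mean inhibition across replicates of 30% or more, regardless of how many single replicates reach that level; inconclusive = mean under 30% yet at least half of replicates reach 30%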;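 note: positive control wells lacked labelled fibronectin entirely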
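Assay system: AH1F fibroblasts / Quantity: 10000 cells per well / Medium: DMEM plus 2% serum, read in PBS / Reagent: labelled fibronectin 24 nM / Dosing: single dose, pinned / Times: 1 h cell attachment, overnight exposure to compound and label / Signal: fluorescence, ex 485 nm, em 525 nm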
DENV2 CPE rescue = inhibitors of DENV2 cytopathic effect, primary screen, cell-based, plate reader, single concentration. CPE inhibition, % at 9.99 µM. actives 1.7% (n = 350,000). DENV2-infected cells, cytopathic effect rescue; in the data active = CPE inhibition above about 20%, passing the limit was not always enough; inconclusive = no clear call, values can overlap the other calls; tested in BHK-21 cells;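 note: 0% = median of neutral control wells and 100% = median of positive control wells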
miR122 inh = miR-122 Renilla sensor signal increase in Huh7, primary screen, miR-122 inhibitor project, cell-based, single point, plate reader; activation (reporter increase), % at 12.5 µM; actives 0.3% (n = 340,000); Huh7 miR-122 Renilla luciferase sensor, 48 h; neutral wells = 0, positive control = 100;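 active = mean replicate activation score at least 90 and every replicate individually at or above 90; inconclusive = only one of the two criteria met; inactive = neither criterion met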;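 note: higher luciferase means less miR-122 activity so hits act as miR-122 inhibitors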
EWS-Fli inh = EWS/Fli-driven NR0B1 reporter inhibitors, primary screen, A673 cells, NR0B1 luciferase, luminescence, MLPCN library; viability-normalised; inhibition, % at 12.6 µM; actives 0.67% (n = 350,000);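 active = mean inhibition of at least 50% after viability correction, with every replicate also passing that limit; inconclusive = mean reaches 50% but only one of two replicates passes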;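 note: firefly luciferase signal divided by Alamar Blue viability fluorescence both relative to DMSO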
PAX8 reporter = inhibitors of PAX8-driven TPO luciferase reporter, primary screen, RMG-I cells, single concentration | SteadyGlo, 24 h | inhibition, % at 12.6 µM | actives 1.2% (n = 360,000) | AID 652154, 2013;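 active = mean replicate inhibition at least 60% with every replicate also reaching 60%; inconclusive = only one of the two criteria is met; inactive = mean below 60% and not all replicates reaching 60%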;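 note: luciferase light reporting Pax8 driven TPO promoter activity; plate controls were median of neutral control wells for no effect and mitoxantrone controls for full effect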
GSIS activator = GLuc luminescence reporter in INS-1E cells, primary screen for activators of glucose-dependent secretion of insulin. AID 743287, 2014. activation, % at 16.6 µM. INS-1E GLuc reporter insulin secretion, 2-3 h. actives 0.61% (n = 370,000);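 active = lowest replicate activation of at least 40%, so every replicate reaches that level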;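 note: 0% = median of neutral control wells and 100% = median of IBMX positive control wells; some compounds called inactive have numbers as strong as hits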
* hit, by the source's call; ? = inconclusive; · = no result given; [ ] = another dose, or the depositor's remark. Rows were taken by chance; overall some 3.9% were active at least once.

SMILES | F508del corr | FN deposition inh | DENV2 CPE rescue | miR122 inh | EWS-Fli inh | PAX8 reporter | GSIS activator
O=C(CNc1cccc(S(=O)(=O)N2CCCC2)c1)Nc1ccc(F)c(F)c1 | 0.0 | -2 | 2 | 49 | 8 | 12 | -8
CC(=O)Nc1ccc(S(=O)(=O)Nc2nc(C)nc3sc(C)c(C)c23)cc1 | 3.4 | -3 | -1 | -3 | 6 | 6 | 24
C=CCNC(=O)c1c(CSc2ccc(Cl)cc2)noc1C(=O)NCCC | -2.0 | -4 | · | -1 | 3 | -18 | -8
Cc1ccccc1C(=O)NNC(=O)Nc1ccccc1 | -2.9 | 4 | 3 | · | -6 | -1 | -3
COc1cccc(-c2ccc([C@@H]3[C@@H](CO)N4C(=O)CN(C(=O)c5ccncc5)C[C@H]34)cc2)c1 | 3.7 | · | 11 | · | · | · | 3
COc1ccccc1C(=O)Nc1ccc(NC(=O)c2ccco2)cn1 | 4.0 | 0 | -1 | 1 | -131 | -68 | -4
Cc1ccc(-n2c(C)cc(/C=C3\SC(=O)NC3=O)c2C)cc1 | 3.8 | 5 | 6 | 32 | -113 | -233 | -66
C[C@@H]1CCCCO[C@H](CN(C)C(=O)Nc2ccc(C(F)(F)F)cc2)[C@@H](C)CN([C@H](C)CO)C(=O)c2cc(NC(=O)Nc3ccc(C(F)(F)F)cc3)ccc2O1 | 1.5 | 0 | 0 | 29[16.7 µM] | -4 | 7 | 11
Cc1occc1-c1nnc(SCC(=O)N2CCN(c3ccccc3F)CC2)n1C | · | 3 | · | · | · | 23 | 8
O=[N+]([O-])c1ccc(N/N=C/c2ccc(OCc3cccc4ccccc34)cc2)nc1 | -8.1 | -11 | -3 | · | -18 | -55 | 9
CCOC(=O)c1c(C)n(C)c2cc(-c3ccc(C)cc3)c(O)cc12 | -0.7 | 9 | 1 | 2 | -7 | -7 | -4
CCN1C(=O)[C@H]2[C@@H](c3ccc(OC)cc3)N[C@]3(CCCN(Cc4ccc(Cl)cc4)C3=O)[C@H]2C1=O | -1.3 | -1 | 1 | -6 | -3 | -20 | -4
Cc1c(C(=O)OCC(=O)NCc2ccccc2)oc2ccccc12 | 1.9 | 0 | -5 | -2 | 1 | -2 | 16
CSc1ncccc1C(=O)Nc1cccc(S(=O)(=O)N2CCCCC2)c1 | -3.9 | · | -8 | · | 2 | 3 | -12
Cc1cccc(S(=O)(=O)N2CCCCN3[C@H](CO)[C@H](c4ccc(C#CC5CC5)cc4)[C@H]3C2)c1 | -3.7 | · | -7 | 5[16.7 µM] | 8 | 38 | -24
CN(CCCN1CCOCC1)C(=O)c1cc(COc2cccc(C(F)(F)F)c2)on1 | -0.9 | -4 | 7 | 0 | 0 | -14 | 6
C[C@H]1CN([C@@H](C)CO)C(=O)c2cccc(NC(=O)Nc3ccccc3)c2O[C@H]1CN(C)S(=O)(=O)c1ccc(F)cc1 | 1.7 | · | ? | 0[16.7 µM] | 1 | 4 | 0
COc1ccc(N(C(=O)Cn2nnc(-c3ccc(F)cc3)n2)C(C)C(=O)NC2CCCC2)cc1 (stereo not given) | 1.4 | 2 | -2 | -1 | -6 | 11 | -24
CC(C)(C)[S@@](=O)N1Cc2cc(C(=O)N3CCCCC3)nc(-c3cccc(-c4cccc(C#N)c4)c3)c2[C@H]1CCO | 0.5 | 12 | -1 | · | 0 | 3 | 6
O=C(C[C@H]1CC[C@H](NC(=O)c2ccncc2)[C@@H](CO)O1)NCC1CC1 | -0.1 | -10 | 0 | · | -8 | · | 9
Cn1cnc(CCNC(=O)C[C@H]2CC[C@H]3[C@@H](COC[C@H](O)CN3C(=O)Nc3ccc(F)cc3)O2)c1 | -0.2 | 1 | 11 | 1[16.7 µM] | -5 | -22 | -11
CC(=O)Nc1ccc2nc(-c3ccc(Br)o3)[nH]c2c1 | -1.1 | -3 | · | · | -77 | -65 | 0
CCCS(=O)(=O)C/C(N)=N/OC(=O)c1ccccc1Cl | 0.2 | -1 | 2 | -10 | -7 | -5 | -8
NC(=O)CCCn1c(C(=O)c2cc(Cl)c(N)c(Cl)c2)c2ccc([N+](=O)[O-])cc2[n+]1[O-] | -8.2 | 2 | -11 | -6 | 46 | 58 | -10
Cc1cc(Cl)ccc1OCC(=O)N(Cc1ccco1)c1c(N)n(Cc2ccccc2)c(=O)[nH]c1=O | -0.3 | 4 | 0 | · | 5 | 15 | -12

More structures follow.
SMILES | F508del corr | FN deposition inh | DENV2 CPE rescue | miR122 inh | EWS-Fli inh | PAX8 reporter | GSIS activator
COC(=O)c1ccn(-c2nc(-c3ccco3)cc(C(F)(F)F)n2)n1 | · | -8 | · | 2 | · | -15 | 17
CN(CCO)C(=O)C1CCN(c2ncc(C(F)(F)F)cc2Cl)CC1 | 0.0 | -3 | -4 | 3 | 3 | 10 | -9
C[C@@H]1CN([C@H](C)CO)C(=O)c2cc(NC(=O)CCC(F)(F)F)ccc2O[C@@H](C)CCCCO[C@H]1CN(C)C(=O)Nc1ccc(C(F)(F)F)cc1 | 0.7 | · | -6 | 8[16.7 µM] | 9 | 35 | 1
C[C@H](CO)N1C[C@H](C)[C@@H](CN(C)C(=O)NC2CCCCC2)Oc2ccc(N(C)C)cc2C1=O | 1.2 | · | 10 | 11[16.7 µM] | · | -22 | 7
CCOC(=O)[C@]12CCC=C1N(Cc1ccccc1)C(=O)[C@H](CC(=O)NCc1cccs1)C2 | -1.8 | 13 | -5 | · | 0 | -14 | -40
CC(C)NC(=O)N[C@@H]1CC[C@H](CC(=O)NC2Cc3ccccc3C2)O[C@@H]1CO | -1.0 | 12 | 0 | 13[16.7 µM] | 2 | -29 | 0
C/C=C/c1ccccc1[C@H]1[C@@H](C#N)N(C(=O)NC2CCCC2)[C@H]1CO | -3.9 | 3 | 60* | · | 7 | · | -27
CN(C)CCNc1ncnc2c1ncn2[C@H]1CN(Cc2ccncc2)C[C@@H](CO)O1 | 5.7 | 9 | -5 | -10 | 1 | 8 | 10
CCOc1ccc(NC(=O)CSCC(=O)O)cc1 | · | 7 | · | -2 | · | 1 | ·
C[C@@H]1CN([C@H](C)CO)C(=O)c2cccc(NC(=O)Nc3ccc(F)cc3)c2O[C@H]1CN(C)Cc1ccc(-c2ccccc2)cc1 | -1.6 | 9 | 6 | 2[16.7 µM] | 28 | · | -13
COc1ccccc1C#Cc1ccc([C@H]2[C@H](C#N)N(C(=O)C3CCCCC3)[C@H]2CO)cc1 | -0.5 | 10 | 8 | · | -6 | · | -1
O=S(=O)(O)CCS | 4.5 | 4 | -3 | 0 | -6 | -2 | 13
C[C@@H]1CN([C@H](C)CO)C(=O)c2cc(NC(=O)Nc3cccc4ccccc34)ccc2O[C@H]1CN(C)S(=O)(=O)c1ccccc1 | 3.6 | · | 17 | 0[16.7 µM] | 1 | -3 | 3
O=C(NCCCNC(=O)c1ccccn1)c1ccc(Br)cc1 | -0.4 | -1 | 2 | 5 | -14 | -2 | ·
CC(=O)N1CCN(c2ccc(NCc3ccc(C(C)C)cc3)cc2)CC1 | · | 8 | · | -7 | · | · | 3
CN(CC(=O)OCC(N)=O)S(=O)(=O)c1ccc(Cl)cc1 | -1.5 | 4 | 16 | · | 2 | 8 | 10
CN(C)CC#Cc1ccc([C@H]2[C@@H](CO)N3CCCCN(C(=O)Nc4ccc(F)cc4)C[C@H]23)cc1 | 1.4 | · | -12 | -4[16.7 µM] | 6 | -57 | -1
Cc1c(C(=O)N2CCC(Cc3ccccc3)CC2)sc2ncnc(N3CCC(C)CC3)c12 | 2.2 | -2 | · | · | -5 | 5 | 8
NC(=S)N1CCCc2ccccc21 | -2.6 | -11 | 0 | · | 2 | -1 | ·
CCS(=O)(=O)N[C@@H]1C=C[C@H](CC(=O)N2CCCCC2)O[C@H]1CO | -1.9 | -12 | 9 | 12[16.7 µM] | -1 | -21 | 6
Cc1ccccc1S(=O)(=O)N1CC[C@H]2[C@@H](CO)N(C)c3ccc(Br)cc3[C@H]21 | -0.8 | 6 | 143* | -1[16.7 µM] | -5 | -7 | 5
COCCC(=O)N1CCC(Oc2ccc(C(=O)NCc3cc(C)n(C)n3)cc2)CC1 | -2.6 | 1 | 1 | 9 | · | 1 | 12
COc1ccc(CN2CC(C(=O)NCC3CCCO3)CC2=O)cc1 (stereo not given) | · | -13 | · | -5 | · | · | 14
CCCCNCc1ccc(OCc2ccc(Cl)nc2)c(OC)c1 | -1.3 | -9 | 1 | -3 | -5 | -27 | 12
c1ccc2c(c1)oc1c(Nc3ccc4c(c3)OCCO4)ncnc12 | 2.1 | · | 3 | -3 | -64 | · | 9

(further entries)
SMILES | F508del corr | FN deposition inh | DENV2 CPE rescue | miR122 inh | EWS-Fli inh | PAX8 reporter | GSIS activator
CC1=C(C(=O)N2CCOCC2)CC(CC(=O)NCCCCc2ccccc2)C(=O)N1Cc1ccc(C(C)(C)C)cc1 (stereo not given) | 0.3 | -4 | 0 | -3 | 0 | 12 | -33
CCCNC(=O)Nc1ccc2c(c1)C(=O)N(C)C[C@@H](OC)[C@H](C)CN(CC1CCCC1)[C@@H](C)CO2 | -1.4 | -11 | · | -4[16.7 µM] | 17 | · | -12
CCCCN1C(=O)C(=O)N(CC(=O)Nc2ccc(C(N)=O)cc2)C1=O | -0.1 | 0 | 14 | · | -8 | -10 | 16
CC1(C)CC(=O)c2c(O)c(-c3ccccc3)c(=O)n(-c3ccccc3)c2C1 | · | 0 | · | -3 | · | -22 | 3
C[C@H]1CCCCO[C@@H](CN(C)Cc2ccncc2)[C@@H](C)CN([C@@H](C)CO)C(=O)c2cc(NC(=O)Nc3cccc4ccccc34)ccc2O1 | 1.4 | · | ? | -7[16.7 µM] | 5 | · | -2
CCN(C(=O)CN1C(=O)NC(c2ccccc2)(c2ccc(C)c(C)c2)C1=O)C1CCCCC1 (stereo not given) | -1.6 | -8 | -1 | -12 | 14 | 26 | -59
O=C(NCCC1=CCCCC1)C1CCCN(S(=O)(=O)c2cccc3cccnc23)C1 (stereo not given) | 4.1 | -7 | -9 | 6 | 12 | 8 | -4

Eight compounds out of the list, arranged by formula weight, low to high.
SMILES | F508del corr | FN deposition inh | DENV2 CPE rescue | miR122 inh | EWS-Fli inh | PAX8 reporter | GSIS activator
c1ccc2c(c1)oc1c(Nc3ccc4c(c3)OCCO4)ncnc12 | 2.1 | · | 3 | -3 | -64 | · | 9
COc1ccc(CN2CC(C(=O)NCC3CCCO3)CC2=O)cc1 (stereo not given) | · | -13 | · | -5 | · | · | 14
CCCCNCc1ccc(OCc2ccc(Cl)nc2)c(OC)c1 | -1.3 | -9 | 1 | -3 | -5 | -27 | 12
CCCCN1C(=O)C(=O)N(CC(=O)Nc2ccc(C(N)=O)cc2)C1=O | -0.1 | 0 | 14 | · | -8 | -10 | 16
COCCC(=O)N1CCC(Oc2ccc(C(=O)NCc3cc(C)n(C)n3)cc2)CC1 | -2.6 | 1 | 1 | 9 | · | 1 | 12
O=C(NCCC1=CCCCC1)C1CCCN(S(=O)(=O)c2cccc3cccnc23)C1 (stereo not given) | 4.1 | -7 | -9 | 6 | 12 | 8 | -4
CCN(C(=O)CN1C(=O)NC(c2ccccc2)(c2ccc(C)c(C)c2)C1=O)C1CCCCC1 (stereo not given) | -1.6 | -8 | -1 | -12 | 14 | 26 | -59
CCCNC(=O)Nc1ccc2c(c1)C(=O)N(C)C[C@@H](OC)[C@H](C)CN(CC1CCCC1)[C@@H](C)CO2 | -1.4 | -11 | · | -4[16.7 µM] | 17 | · | -12
